# Bioassay records from PubChem.
# MITF act: activators of MITF-driven TRPM1 promoter reporter, primary screen, cell-based, SK-MEL-5, luciferase, single point. activation, % at 12.5 µM. SK-MEL-5 TRPM1-promoter luciferase, 24 h; % of positive control, neutral wells = 0. hit rate 0.75% among 300,000;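 active = mean activation of at least 80% with every replicate also reaching 80%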;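 note: 0% = neutral control wells and 100% = parthenolide positive control wells; values of inactives mirror those of a sister screen read the other way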
# Rtt109 HAT inh: inhibitors of C. albicans Rtt109/Vps75 HAT, primary screen, biochemical, ThioGlo CoA-SH fluorescence, plate reader. purified Rtt109/Vps75, 4 h. Histone acetyltransferase RTT109 (Candida albicans (strain SC5314 / ATCC MYA-2876)), …. hit rate 0.16% among 330,000. inhibition, % at 34.9 µM;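 active = inhibition of at least 50% in every replicate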
# PvdQ acylase: P. aeruginosa PvdQ acylase inhibitors, primary screen, biochemical, fluorescence, plate reader and imaging, single point. PvdQ acylase [Pseudomonas aeruginosa LESB58]. inhibition, % at 10 µM. purified PvdQ acylase. hit rate 0.063% among 340,000; in the data active = inhibition above about 30%, passing the limit was not always enough;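 note: 0% = vehicle neutral wells and 100% = reference inhibitor wells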
# HTR5A ag: HTR5A agonists in luminescence cell assay, primary screen, counter-screen for OPRM1-OPRD1 heterodimer agonist project, full-deck HTS | 5-hydroxytryptamine receptor 5A (Homo sapiens), P47898 | activation, % at 9.3 µM | hit rate 0.61% among 340,000 | AID 504692, 2011 | cell-based; in the data active = activation mostly above about 9.5%, no sharp cut-off; inactive = mostly below about 7.6%;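 note: 0% = cells with vehicle only and 100% = reference agonist; strong numbers were not always called active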
# SR-BI uptake up: activators of SR-BI mediated DiI-HDL uptake, primary screen, ldlA[mSR-BI] CHO cells, DiI fluorescence | AID 504775, 2011 | hit rate 0.096% among 320,000 | activation, % at 12.5 µM | 3 h; 100 = double the neutral-control signal;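 active = mean replicate activation of at least 60% and every replicate at or above 60%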;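 note: 0% = median plate neutral-control signal and 100% = twice that signal; values of inactives mirror those of a sister screen read the other way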
#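 Material: SR-BI-overexpressing, LDLR-lacking CHO cells | Dosing: Single compound concentration, delivered by pin transfer | Probe or stimulus: Labelled HDL, 10 µg/mL | Signal: Bottom-read cell fluorescence after medium removal, ex 550/em 595 nm | Schedule: 3 h, 37 °C | Evaluation: HDL uptake via cellular fluorescence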
# dFosB activator: activators of delta FosB homodimer, primary screen, biochemical, fluorescence polarization, TAMRA-CDK5 oligo, single point. Protein FosB (Mus musculus), P13346. purified delta FosB; percent of positive-control signal above neutral wells. activation, % at 25 µM. hit rate 0.99% among 340,000. AID 493131, 2011;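 active = mean activation above about 17%, with every replicate also reaching it, limit read from the data, passing the limit was not always enough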;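 note: fluorescence polarization rise as delta FosB binds a TAMRA Cdk5 AP-1 oligo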
# Target sequence (P13346 whole entry, looked up): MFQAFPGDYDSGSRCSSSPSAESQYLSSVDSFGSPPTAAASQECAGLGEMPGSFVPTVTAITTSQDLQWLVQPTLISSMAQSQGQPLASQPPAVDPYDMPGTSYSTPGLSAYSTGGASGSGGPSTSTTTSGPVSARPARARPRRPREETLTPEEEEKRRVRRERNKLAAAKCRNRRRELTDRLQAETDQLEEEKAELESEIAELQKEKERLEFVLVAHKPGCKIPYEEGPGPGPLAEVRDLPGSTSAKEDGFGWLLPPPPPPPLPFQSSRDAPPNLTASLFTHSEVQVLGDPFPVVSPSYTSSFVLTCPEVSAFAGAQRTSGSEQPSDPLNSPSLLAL
# SR-BI DiI inh: inhibitors of SR-BI mediated HDL lipid uptake, primary screen, ldlA[mSR-BI] cells, fluorescence, single point; hit rate 0.96% among 320,000; inhibition, % at 12.5 µM; ldlA[mSR-BI] CHO cells, DiI-HDL uptake fluorescence, 3 h; Scavenger receptor class B member 1 (Mus musculus), Q61009;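 active = mean replicate inhibition of at least 70% and a set share of replicates each scoring 70 or more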;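 note: 0% = median of neutral control wells and 100% = median of positive control wells; values of inactives mirror those of a sister screen read the other way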
# Target sequence (Q61009 whole entry, looked up): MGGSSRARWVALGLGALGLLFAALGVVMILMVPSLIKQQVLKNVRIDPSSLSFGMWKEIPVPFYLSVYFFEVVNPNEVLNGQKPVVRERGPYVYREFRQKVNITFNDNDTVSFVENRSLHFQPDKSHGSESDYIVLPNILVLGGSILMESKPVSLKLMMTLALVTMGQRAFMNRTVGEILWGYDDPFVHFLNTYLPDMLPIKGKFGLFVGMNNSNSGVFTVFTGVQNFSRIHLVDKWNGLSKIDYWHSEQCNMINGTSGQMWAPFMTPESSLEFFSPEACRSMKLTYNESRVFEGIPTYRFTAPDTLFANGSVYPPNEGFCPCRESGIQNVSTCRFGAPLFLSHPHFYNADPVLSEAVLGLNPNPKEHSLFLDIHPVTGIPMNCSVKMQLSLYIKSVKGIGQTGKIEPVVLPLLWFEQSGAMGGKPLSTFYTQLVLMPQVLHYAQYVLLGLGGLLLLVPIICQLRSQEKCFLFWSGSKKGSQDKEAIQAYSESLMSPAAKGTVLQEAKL
# Wnt bcat act: Wnt/beta-catenin pathway activators, primary screen, cell-based, plate reader, single point; Wnt/beta-catenin reporter cell assay, activator; activation, % at 9.35 µM; hit rate 1.2% among 300,000; in the data active = activation above about 30%, passing the limit was not always enough;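 note: 0% = neutral control wells and 100% = positive control wells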
# CDK5 p35 inh: inhibitors of human CDK5/p35 kinase, primary screen, biochemical, single concentration. Cyclin-dependent kinase 5 (Homo sapiens) + Cyclin-dependent kinase 5 activator 1 (Homo …. AID 488839, 2010. hit rate 0.01% among 330,000. inhibition, % at 10 µM. Recombinant CDK5/p35, ADP-Glo luminescence, 60 min;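 active = highest replicate inhibition of at least 50% and at least 75% of replicates reaching 50%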;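 note: plate controls were DMSO neutral control for no effect and GW8510 at 10 µM for full effect; many of its hits are not listed in these tables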
# cardiac RTF act: cardiac RTF calcium sensitivity activators, primary screen, biochemical, IANBD-TnC fluorescence, EC20 calcium. Troponin I, cardiac muscle (Homo sapiens) + Troponin T, cardiac muscle (Homo sapiens) + …. IANBD-labeled TnC RTF fluorescence at EC20 calcium; 0% EC20 calcium, 100% full calcium. activation, % at 7.2 µM. hit rate 0.24% among 340,000;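 active = activation above the mean over all tested compounds plus 3 SD, cut at about 30% in these data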;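 note: rise in fluorescence read as greater calcium sensitivity of cardiac thin filaments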
# * = called active by the depositor; · = not tested or not shown; & = joins results of further samples.
compound	MITF act	Rtt109 HAT inh	PvdQ acylase	HTR5A ag	SR-BI uptake up	dFosB activator	SR-BI DiI inh	Wnt bcat act	CDK5 p35 inh	cardiac RTF act
CN1CC(=O)N(C)c2nc(Br)n(C)c2C1=O	0.2	1.5	-9.3	5.5	-5.1	1.6	5.1	-2.4	-13.0	10.7
COc1ccc(CNc2cc(C)ccc2C)c(OC)c1OC	-3.0	-6.8	-14.6	-0.3	-43.9	-11.9	43.9	·	1.1	-4.6
O=C(N/N=C/c1ccc(O)cc1)c1[nH]c2ccc(Br)cc2c1-c1ccccc1	-63.4	5.9	8.3	1.5	-12.5	-9.0	12.5	-34.4	-1.4	-4.5
COC(=O)[C@]1(CC(C)C)N[C@H](c2ccc(-c3ccc(F)cc3)cc2)[C@@H]2C(=O)N(C)C(=O)[C@@H]21	-1.9	5.7	-18.4	5.8	-63.6	-11.7	63.6	-2.1	1.8	-4.9
Cn1ccs/c1=N\C(=O)Nc1ccccc1	90.6*	-8.2	6.4	7.2	12.4	-8.9	-12.4	26.5	0.0	3.3
CCOC(=O)Cn1c(=O)oc2cc(S(=O)(=O)NC3CCCc4ccccc43)ccc21 (stereo unspecified)	·	-10.2	-5.4	2.1	6.5	-2.3	-3.6	-1.5	-1.8	-2.8
CC(=O)NC(Cc1ccc(F)cc1)C(=O)NC1CCN(c2ncccc2[N+](=O)[O-])CC1 (stereo unspecified)	-2.9	-7.6	-7.4	-3.4	-29.8	4.4	29.8	16.5	1.0	-0.5
O=S(=O)(c1ccccc1)N1CCN(C2CCCCCCC2)CC1	-11.8	-12.9	-13.6	0.5	·	-6.0	·	·	-0.6	2.0
O=C(C(Cc1ccccc1)NS(=O)(=O)c1cccc2cccnc12)N1CCc2ccccc21 (stereo unspecified)	-2.8	-1.9	2.5	3.1	-4.9	-8.0	4.9	-4.4&0.2	0.2	6.3
C#CCOCCOCCOCCNc1nc(N2CCN(C(=O)C([C@@H](C)O)n3cc([C@@H](N)CCCCN)nn3)CC2)nc(N2CCN(C(=O)[C@H](CCCCN)n3cc([C@@H](N)[C@H](C)CC)nn3)CC2)n1 (stereo partly specified)	2.9	0.5	-18.7	-1.6	1.1	7.0	-1.1	-0.8	7.8	13.3
CCOc1ccc(Nc2nc(N(C)c3ccccc3)nc(N)c2[N+](=O)[O-])cc1	-3.4	-4.0	-7.5	-1.8	-31.7	2.0	31.7	-0.6	1.1	0.0
CC(=O)NC(Cc1ccccc1F)C(=O)NC1CCN(S(=O)(=O)c2ccccc2)CC1 (stereo unspecified)	0.9	2.8	-5.7	1.4	1.9	-4.2	-1.9	2.9	0.5	3.6
Cc1ccc(N(C(=O)Cc2c[nH]c3ccccc23)C(C(=O)NC2CCCCC2)c2ccco2)cc1 (stereo unspecified)	·	-1.0	-11.1	-2.8	13.2	0.0	-13.2	0.3	-0.2	1.1
O=C(NN1C(=O)/C(=C/C=C/c2ccccc2)SC1=S)c1ccncc1	9.7	-0.6	-1.7	-2.4	-1.6	-6.4	1.6	-11.6	-0.2	-2.4
COc1ccc2[nH]c3nc(SCC(=O)Nc4ccc5c(c4)OCO5)nnc3c2c1	-12.9	-5.1	-1.1	-1.9	-20.9	1.5	20.9	-3.8	-0.3	-2.5
CCCN1CCN(S(=O)(=O)c2ccc3c(c2)NC(=O)C(C)C(=O)N3)CC1 (stereo unspecified)	·	3.9	-9.7	1.6	11.8	2.7	-11.8	-1.3	-6.1	3.7
O=C(COC(=O)c1cccc(S(=O)(=O)N2CCc3ccccc32)c1)Nc1ccc(Cl)cn1	-3.6	27.9	6.8	5.3	0.5	-7.7	-0.5	8.3	1.1	3.9
O=C(Nc1cccnc1)C1CCCN1S(=O)(=O)c1ccc(Cl)c(Cl)c1 (stereo unspecified)	-2.0	-0.1	5.0	8.0	17.2	-8.1	-17.2	4.2	2.5	0.9
O=C(CCC(=O)OCc1cccc(C(=O)Oc2ccccc2)c1)Nc1cccc2ccccc12	9.8	-5.1	3.0	4.8	14.1	0.8	-14.1	·	1.0	3.3
Cc1c(C(=O)N2CCOCC2)sc(NC(=O)c2ccc3c(c2)OCO3)c1C#N	9.6	2.7	-1.0	-5.8	-6.8	-0.6	6.8	·	-3.2	-1.4
Cc1ccc(-c2cnn(-c3cccc(C(F)(F)F)c3)c2N)cc1	·	-1.7	-12.0	0.1	-55.0	2.8	55.0	·	2.1	-0.2
Cc1ccc(C2CC(c3ccccc3OC(F)F)Nc3ncnn32)cc1 (stereo unspecified)	-1.8	8.0	14.3	-2.0	-48.5	-6.1	48.5	·	-0.7	0.2
COc1ccc(NC(=O)CCNC(=O)c2ccccc2)cc1S(N)(=O)=O	-0.8	-2.1	-11.9	2.4	12.7	-3.7	-12.7	-0.9	0.2	-1.4
O=C(Nc1ccccc1N1CCCCC1)c1cc(S(=O)(=O)N2CCOCC2)ccc1F	-24.8	1.7	11.4	0.1	-31.6	5.8	31.6	-4.8	-1.4	-16.1
Cc1scc(C(=O)N/N=C/c2ccc([N+](=O)[O-])o2)c1C	-100.2	9.4	0.9	3.3	6.0	-7.3	-6.0	3.3	0.1	7.0
COC(=O)c1ccc(NC(=O)CSc2nnc(C)n2CC2CCCO2)cc1 (stereo unspecified)	10.1	-4.6	-18.2	-1.1	-2.9	-3.2	2.9	0.2	-2.2	-2.6
Cc1cc(C(=O)Nc2cnn(Cc3ccc(Cl)cc3Cl)c2)no1	2.2	2.3	-4.8	-1.7	16.7	-1.3	-16.7	-0.9	-7.0	0.6
CCCCOc1ccc(C(=O)NCC(=O)NCC(c2ccc(OC)cc2)N2CCCC2)cc1 (stereo unspecified)	14.7	-2.7	-14.5	-1.9	-10.5	-7.2	10.5	-1.2	0.2	-4.2
COc1ccc(NC(=O)CCS(=O)(=O)c2ccccc2)c(OC)c1	12.8	-9.0	-7.9	-3.0	-1.4	1.9	1.4	·	-1.5	-1.4
O=C(CSc1nncs1)NC(=O)Nc1ccc2c(c1)OCCO2	57.4	-5.5	-12.0	2.5	·	0.6	·	37.3*	-2.4	-3.9
CCOC(=O)c1ccc(NC(=O)Cc2cccs2)cc1	·	0.1	-11.5	3.1	·	2.2	·	11.6	0.2	2.0
COc1ccc(NC(=O)CCN2CCN(S(=O)(=O)c3ccc(F)cc3)CC2)cc1	-1.5	-9.7	-13.3	4.2	9.0	-4.7	-9.0	-0.7	0.7	-0.8
CS(=O)(=O)N(CC(=O)N1CCc2ccccc2C1)Cc1ccccc1	-2.1	-6.1	-6.6	1.2	10.2	-2.4	-10.2	-0.3	-1.4	3.3
CCOc1ccc(C(=O)NCC(=O)Nc2ccncc2)cc1OCC	3.9	-5.0	-9.7	5.1	11.9	-2.1	-11.9	-4.1	1.2	1.4
Fc1ccc(CSc2ccc3nnc(-c4cccs4)n3n2)cc1	8.0	-6.2	-4.5	0.4	10.1	0.9	-10.1	-0.8	-2.5	-2.6
CCOC(=O)N1CCN(C(=O)N2CCOCC2)CC1	-2.2	1.8	5.0	0.6	28.3	-2.2	-28.3	·	-1.3	-1.7
O=C(NCCc1ccccc1)C1CCCN1C(=O)Nc1ccccc1 (stereo unspecified)	6.6	3.5	-10.3	2.6	26.9	-4.4	-26.9	1.2	0.8	-0.7
CCOC(=O)c1c(NC(=O)COC(=O)Cn2c(C(F)(F)F)nc3ccccc32)sc(C)c1C	-3.2	-3.1	-15.3	0.7	-42.5	5.2	42.5	·	0.6	-0.7
COC(=O)Cc1nnc(SCC(=O)Nc2ccccc2)c2ccccc12	-9.9	0.2	-4.6	0.6	-28.9	-8.2	28.9	-0.5	-9.8	2.3
CN(C(=O)C(C)(C)C)C1c2c(ccc3ccccc23)OCC1CO (stereo unspecified)	·	-25.3	-13.0	1.6	-11.8	-4.8	11.8	-2.4	-0.6	1.3
O=S(=O)(Nc1cccnc1)c1ccccc1	-0.3	-1.8	-8.5	-1.3	-7.6	-12.2	7.6	-0.1	-0.2	3.5
O=C(NCc1cccc(Cl)c1)c1cccnc1	-8.0	27.3	7.5	5.8	-4.3	-2.2	4.3	-0.7	-0.2	4.9
CC(=O)c1ccc(Nc2ccc([N+](=O)[O-])c3nonc23)cc1	·	-2.3	-9.5	-4.4	-14.2	1.3	14.2	23.1	-0.5	1.5
Cc1ccc(C(=O)NCCSCc2ccccc2)cc1[N+](=O)[O-]	-4.6	-0.7	-19.1	-0.5	8.7	-5.6	-8.7	·	-1.2	8.0
CCCc1cc(=O)n2[nH]c(-c3ccc(Br)cc3)cc2n1	60.7	-1.6	3.7	7.8	-5.3	-9.6	5.3	·	0.5	2.4
Cc1cc(C(=O)CN2C(=O)NC3(CCCCC3)C2=O)c(C)n1Cc1ccc2c(c1)OCO2	31.9	-21.6	-18.3	4.5	3.8	-3.7	-3.8	·	-1.8	-0.1
NNC(=O)c1ccc(-c2ccccc2F)cc1	-6.3	-5.0	12.6	3.7	-59.5	-2.5	59.5	0.1	0.5	0.5
CCC(C)n1c(=S)[nH]c2ccccc2c1=O (stereo unspecified)	-1.7	9.7	8.4	-0.5	13.4	1.8	-13.4	-2.8	-0.1	2.9
COc1nc(Oc2ccc(/C=N/O)cc2)nc(N(C)C)n1	-5.6	6.5	-2.2	10.5	-20.8	-3.7	20.8	0.7	1.3	-2.1
CCc1cccc(C)c1NC(=O)COC(=O)c1cc([N+](=O)[O-])ccc1N1CCOCC1	0.2	-6.4	-12.0	1.2	-72.1	-3.0	72.2*	3.8	0.8	-3.0
CCOc1ccc(NC(=O)CS(=O)CC(=O)NC2CCCc3ccccc32)cc1 (stereo unspecified)	·	-2.3	3.0	-3.1	-74.1	-4.0	74.1*	·	-0.4	5.7
Nc1cc2c(cc1Cl)-c1ccccc1C2=NO	54.6	5.5	-4.7	5.4	-11.9	-3.0	11.9	-2.9	10.5	-6.6
CCC(=O)N1CCN=C1SCc1ccc(Cl)cc1	1.4	4.6	16.5	2.4	14.6	-4.0	-14.6	-0.9	-0.7	1.2
